A3A deaminase – APOBEC3A ssDNA deaminase inhibitors, primary screen, selectivity assay for APOBEC3G inhibitor project, biochemical, FAM/TAMRA oligo cleavage fluorescence | recombinant A3A, FAM/TAMRA ssDNA deamination fluorescence | inhibition, % at 20 µM | 0.41% of 330,000 active;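 active means at least 40% inhibition at 20 µM here, with at most 30% in a related deaminase screen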;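 further: plate controls were A3A with DMSO for no effect and wells lacking A3A enzyme for full effect; some results filed as inactive read as strong as hits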
SENP1 inh – human SENP1 catalytic domain inhibitors, primary screen, biochemical, FRET, uHTS; Sentrin-specific protease 1 (Homo sapiens), Q9P0U3; inhibition, % at 10 µM; AID 624204, 2012; 0.21% of 360,000 active; recombinant SENP1 catalytic domain, CyPet-SUMO1-YPet FRET cleavage;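 active means inhibition at least 30% at 10 µM, raw YFP signal under a set limit, fluorescence ratio 0.5 to 1.5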;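 further: 0% = enzyme with DMSO and 100% = no enzyme wells; some results filed as inactive read as strong as hits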
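Compound: 10 µM single point, 0.5% DMSO; Test system: hSENP1 catalytic domain, recombinant; Timing: 50 min reaction at room temperature; Technique: FRET, CFP and YFP emission; Control set: no-enzyme wells low, DMSO-plus-enzyme wells high control.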
beta cell repl – inducers of MIN6 beta-cell proliferation, primary screen, ATP luminescence, uHTS; MIN6 cells proliferation, ATPlite luminescence, 48 h; cells starved in 0.2% serum; 100% = growth in 10% serum; proliferation, % at 10 µM; 0.29% of 330,000 active; AID 2380, 2010;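 active means compounds whose signal lies at least 3.5 SD above the mean of all wells on their plate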;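 further: 0% = DMSO-treated cells in low-serum medium and 100% = 10% serum control; some compounds called inactive have numbers as strong as hits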
hIAP inh – human IAP inhibitors, primary screen, biochemical, luminescence, uHTS; AID 2544, 2010; purified IAP, CDP-Star luminescence, 30 min; 0.12% of 330,000 active; inhibition, % at 10 µM;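 active means inhibition reaching a set limit with compound at 10 µM in the primary screen, cut at about 35% in these data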;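 further: plate controls were DMSO wells with enzyme for no effect and no-enzyme buffer wells for full effect; values of inactives mirror those of a sister screen read the other way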
Target sequence (P09923 whole entry, looked up): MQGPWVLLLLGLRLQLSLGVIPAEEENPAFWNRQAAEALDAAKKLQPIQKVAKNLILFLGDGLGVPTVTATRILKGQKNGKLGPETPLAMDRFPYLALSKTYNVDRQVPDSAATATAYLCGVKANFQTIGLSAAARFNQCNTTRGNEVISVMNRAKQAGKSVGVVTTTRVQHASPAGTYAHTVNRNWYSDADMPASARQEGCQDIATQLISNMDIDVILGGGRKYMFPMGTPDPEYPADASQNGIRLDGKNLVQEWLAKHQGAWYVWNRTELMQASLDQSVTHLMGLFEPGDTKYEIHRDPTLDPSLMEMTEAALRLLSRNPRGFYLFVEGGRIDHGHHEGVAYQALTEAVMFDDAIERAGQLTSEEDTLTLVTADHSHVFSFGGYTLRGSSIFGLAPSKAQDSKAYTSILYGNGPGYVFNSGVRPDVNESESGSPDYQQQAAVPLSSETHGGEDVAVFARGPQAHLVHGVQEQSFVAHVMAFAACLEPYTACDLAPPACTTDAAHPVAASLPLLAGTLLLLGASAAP
NLRP3 yeast inh – NALP3 inflammasome inhibitors in reconstituted yeast, primary screen, luminescence, uHTS | Yeast reconstituted NLRP3/ASC/caspase-1, beta-gal luminescence, 24 h | inhibition, % at 10 µM | 0.39% of 330,000 active | AID 2825, 2010;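 active means inhibition of 50% or more; inactive means inhibition below 50%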;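 further: plate controls were induced DMSO wells for no effect and uninduced yeast grown without galactose for full effect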
mIAP inh – inhibitors of mouse IAP, primary screen, biochemical, luminescence, uHTS; intestinal alkaline phosphatase [Mus musculus]; purified mouse IAP, CDP-Star luminescence, 30 min; inhibition, % at 10 µM; 0.2% of 330,000 active; AID 2806, 2010;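 active means inhibition of at least 40% at 10 µM in the primary screen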;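 further: plate controls were DMSO with enzyme for no effect and no enzyme wells for full effect; values of inactives mirror those of a sister screen read the other way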
mIAP act – activators of mouse IAP, primary screen, biochemical, luminescence, uHTS | 0.24% of 330,000 active | activation factor at 10 µM | muIAP, CDP-Star luminescence, 30 min; hits give high values; 1 = vehicle-only enzyme signal, 0 = enzyme-free wells | intestinal alkaline phosphatase [Mus musculus];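 active means activation factor of at least 2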; further: the source names both 10 and 20 µM as test concentration; values of inactives mirror those of a sister screen read the other way
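System: Mouse IAP enzyme | Also added: CDP-Star substrate | Dosing: Compounds dispensed in DMSO | Schedule: 30 min enzyme-substrate-compound incubation at room temperature | Technique: Chemiluminescence readout | Control set: DMSO-only wells and no-enzyme negative control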
APOBEC3G inh – APOBEC3G DNA deaminase inhibitors, primary screen, biochemical, fluorescence, single-stranded DNA substrate, uHTS; recombinant A3G, ssDNA deamination FAM/TAMRA fluorescence; inhibition, % at 20 µM; 0.28% of 330,000 active;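 active means inhibition of at least 40% at 20 µM, with no more than 30% in the related APOBEC3A deaminase screen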;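 further: plate controls were DMSO wells with A3G for no effect and wells lacking A3G enzyme for full effect; some compounds called inactive have numbers as strong as hits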
Target sequence (Q9HC16 whole entry, looked up): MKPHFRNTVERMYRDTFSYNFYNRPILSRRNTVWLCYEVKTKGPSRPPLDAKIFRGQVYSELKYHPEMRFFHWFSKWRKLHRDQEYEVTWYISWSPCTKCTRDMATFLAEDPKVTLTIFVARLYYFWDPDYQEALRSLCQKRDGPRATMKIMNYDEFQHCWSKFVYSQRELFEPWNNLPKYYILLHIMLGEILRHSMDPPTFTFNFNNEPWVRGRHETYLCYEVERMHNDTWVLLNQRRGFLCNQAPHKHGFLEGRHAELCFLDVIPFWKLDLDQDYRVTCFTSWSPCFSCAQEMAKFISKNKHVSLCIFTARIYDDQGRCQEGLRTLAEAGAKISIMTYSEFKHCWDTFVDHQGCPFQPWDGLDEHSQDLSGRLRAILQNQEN
hIAP act – human IAP activators, primary screen, biochemical, luminescence, uHTS; Intestinal-type alkaline phosphatase (Homo sapiens), P09923; purified human IAP, CDP-Star luminescence, 30 min; hits give high values; 1 = vehicle-only enzyme, 0 = enzyme-free background; activation factor at 10 µM; 0.16% of 330,000 active; AID 2524, 2010;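 active means activation factor of the enzyme at least 2-fold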; further: the source names both 10 and 20 µM as test concentration; values of inactives mirror those of a sister screen read the other way
Active calls of the source: *; . = not tested or not shown.

molecule	hIAP act	A3A deaminase	hIAP inh	APOBEC3G inh	SENP1 inh	mIAP act	mIAP inh	NLRP3 yeast inh	beta cell repl
Cc1oc(-c2ccccc2Cl)nc1CSCC(=O)NC1CCCC1	0.85	0	15	1	-1	0.95	5	9	1
CCOc1ccc(CCNC(=O)c2ccc(CS(=O)Cc3ccc(Cl)cc3)o2)cc1 (stereo not given)	0.82	-3	18	1	2	1	0	-6	4
O=S(=O)(c1ccc(-c2n[nH]c(=S)o2)cc1)N1CCCCC1	1.1	-5	-15	4	-4	0.91	10	28	1
Cc1nn2c(-c3ccccc3)ccnc2c1Br	0.94	-3	6	-9	-6	0.99	0	18	-3
CCOC(=O)C1CCN(C(=O)COc2cc(C)c(Br)c(C)c2)CC1	1	-13	-1	-7	0	0.91	9	3	1
O=[N+]([O-])c1ccc2c(c1)C=C1CCCCC1(N1CCCCC1)O2 (stereo not given)	0.95	-1	5	-8	4	0.86	14	-36	-3
O=C(Nc1ccncc1)Nc1ccc(Cl)cc1	1.3	-1	-32	-4	1	1.4	-43	15	0
COc1ccc(C(CNC(=O)c2oc3cc(C)c(C)cc3c2C)N2CCCCC2)cc1 (stereo not given)	0.97	1	3	-1	0	0.97	3	27	-7
COc1ccc(C(=O)Nc2c(N)nc(SCC(=O)NCC3CCCO3)[nH]c2=O)cc1OC (stereo not given)	1	-5	-2	-9	2	0.93	8	20	6
O=C(O)c1cc(S(=O)(=O)NC2CCCc3ccccc32)ccc1O (stereo not given)	1.1	0	-6	-6	-2	0.87	13	23	0
Cc1nc(CSc2ccc(Br)cc2)cs1	1	-4	-2	-12	1	0.99	1	-3	-2
CCOc1cnn(-c2cc(Oc3ccc(C)cc3)ncn2)c(=O)c1Cl	0.94	3	6	1	0	1	-4	26	-5
Cc1ccc(O)c(Nc2ncnc3ccccc23)c1	1	-7	-4	-7	1	0.97	3	7	-2
CCc1ccccc1NC(=O)CN1CCN(C(=O)c2ccc(OCc3cn4ccccc4n3)cc2)CC1	0.92	-1	8	-11	10	0.97	3	11	0
O=C(C1CCN(S(=O)(=O)c2cccs2)CC1)N1CCN(Cc2ccccc2)CC1	0.95	5	5	-4	0	1.1	-9	9	-2
CC(C)(C)OC(=O)NC1CC2CCCC(C1)N2Cc1ccccc1 (stereo not given)	0.91	-5	10	-7	0	0.97	2	17	-1
Cc1cc(NS(=O)(=O)c2ccc(NC(=O)Cc3ccc([N+](=O)[O-])cc3)cc2)nc(C)n1	0.96	13	4	-4	2	0.93	7	7	-4
CCCOc1ccc(/C=N/NC(=O)CSCc2ccc([N+](=O)[O-])cc2)cc1OCC	1	-2	-4	-5	2	0.91	9	18	0
CN(Cc1cccs1)C(=O)CSc1nnnn1C	1.1	-4	-15	-8	2	0.94	6	5	0
Cc1c(C(=O)N2c3ccccc3CC2C)oc2ccccc12 (stereo not given)	0.82	1	18	3	-2	0.96	4	12	-6
Cc1ccc2cc(CN(Cc3ccc4c(c3)OCO4)Cc3nnnn3Cc3ccco3)c(=O)[nH]c2c1C	0.97	-5	3	-7	-22	1	-1	3	-4
COc1cc2c(cc1OC)CN(S(=O)(=O)c1ccccc1F)CC2	1.2	-7	-22	-10	0	1	-2	12	1
O=C(NCC(=O)N(Cc1ccc(F)cc1)C(C(=O)NC1CCCC1)c1ccco1)c1ccco1 (stereo not given)	1.1	2	-6	-2	1	0.98	2	8	7.1*
O=C(COc1cccnc1[N+](=O)[O-])N1N=C(c2ccc(Cl)cc2)CC1c1ccco1 (stereo not given)	0.97	-4	3	-5	3	0.97	3	13	-2
Cc1nc(SCC(=O)O)c(C#N)c2c1CCCC2	1.1	86	-5	33	-1	1	-1	-5	1
Cc1cccc(N2N=C(C(=O)OCC(=O)c3ccccc3)CCC2=O)c1	0.88	-3	12	-9	2	0.91	9	-2	-3
C#CCNc1c2c(nc3nnnn13)CCCC2	0.97	0	3	-4	0	0.94	6	-6	-2
COc1ccc(-c2cc(C(=O)Nc3ccccc3O)c3ccccc3n2)cc1OC	0.97	-1	2	-2	0	0.95	5	19	-1
Nc1nc(SCC(=O)N2CCN(c3ccccc3)CC2)n[nH]1	1	0	-4	4	-1	0.93	7	9	1
CCCC(CCC)C(=O)NNc1cc(=O)c2c(=O)n(C)c(=O)n(C)c2[nH]1	1	-3	-1	-2	-1	0.96	4	5	-2
COc1ccccc1OCC(=O)Nc1oc(-c2ccccc2)c(-c2ccccc2)c1C#N	0.9	2	10	-5	2	0.88	12	3	-5
COc1ccc(-c2cn3cccnc3n2)cc1NC(=O)C1CCCC1	0.85	0	15	-3	-5	0.96	4	12	1
CCOC(=O)C1=C(C)NC2=C(C(=O)c3ccccc32)C1c1cccnc1 (stereo not given)	0.81	-2	19	1	1	0.96	4	-3	0
C/C(Cc1ccccc1)=N\NC(=O)CNC(=O)COc1cccc(C)c1	1	0	0	-5	0	1	0	-20	-3
O=C(NCCc1c[nH]c2ccccc12)C1CCN(S(=O)(=O)c2ccc(F)cc2)CC1	1.3	-1	-32	-3	-1	1	-3	2	-3
CCCNC(=O)C(Sc1ccccc1)c1ccccc1 (stereo not given)	1.1	2	-10	-5	2	1.1	-14	-15	-4
COc1ccc(OC)c(N(CC(=O)N2CCCC2)S(C)(=O)=O)c1	0.95	-6	5	-1	0	1	-4	-2	-1
Cc1cccc(C)c1NC(=O)CSc1nnc(-c2ccoc2C)n1CCc1ccccc1	1.1	-2	-12	1	2	1	-2	5	1
COc1ccc(-c2oc3cccnc3c2C#CCO)cc1	0.95	-1	5	-2	-63	0.98	2	19	-3
CCn1c(=O)cc(OCC(=O)NCCCN2CC(C)CC(C)C2)c2ccccc21 (stereo not given)	1	2	-3	-6	0	0.96	4	12	2
Cc1cc2n(n1)SC(Nc1cc(Cl)ccc1Cl)N2 (stereo not given)	1	-3	-2	-3	0	0.87	13	40	-2
CC(C)OC(=O)C(C)(C)Oc1ccc(C(=O)c2ccc(Cl)cc2)cc1	0.94	-1	6	-1	0	0.86	14	16	-4
Cc1ccc(NC(=O)c2ccc3nsnc3c2)c(C)c1	1.4	-4	-37	-1	2	0.96	4	8	-2
Cc1cc([N+](=O)[O-])nn1CCCC(=O)N1CCN(c2ccccc2)CC1	0.96	-2	4	-1	-3	0.9	10	-2	0
CCOc1ccc(-c2nc(N)ncc2Oc2cccc(OC)c2)c(O)c1	0.89	-3	11	-6	0	0.91	9	-4	-3
CCCOc1ccc(C(=O)NNC(=S)NC(=O)c2cc(-c3ccccc3)nc3ccccc23)cc1	1.1	-3	-13	-7	-4	1	0	37	-5
C=CCSC1=C(C#N)C(c2ccc(OCC)cc2)CC(=O)N1 (stereo not given)	1.1	-3	-8	-7	3	0.74	26	11	1
N/C(=N\c1nc(CSc2ccccn2)cc(=O)[nH]1)Nc1ccc(Cl)cc1Cl	1.4	3	-36	1	2	1	-1	-2	-4
Cc1ccc(OC(=O)C2CSC3(C)CCC(=O)N23)c(Br)c1 (stereo not given)	1.2	-1	-16	-5	2	0.99	1	7	-6
Cc1onc(-c2ccccc2)c1C(=O)Nc1ccc2c(c1)OCO2	1.1	-3	-5	-7	1	0.94	6	23	1
COc1ccc(C(c2nnnn2CC2CCCO2)N2CCN(c3cccc(C)c3C)CC2)cc1 (stereo not given)	0.87	-4	13	-10	2	0.98	2	7	-1
Cc1cc(N2CCCC2)nc(SCC(=O)c2ccccc2)n1	1.1	-12	-13	-5	3	0.99	1	34	0
NC(=O)C(=O)N/N=C/c1c[nH]c2ccc(Br)cc12	0.93	3	7	-6	-1	0.84	16	10	-3
CN(C(=O)COC(=O)CN1C(=O)c2ccccc2C1=O)c1c(N)n(Cc2ccccc2)c(=O)[nH]c1=O	0.99	3	0	-8	3	0.98	2	7	-2
N#CC(C#N)=NNc1ccc(S(=O)(=O)N2CCCC2)cc1	0.97	-5	3	-4	0	1	-4	9	-2
Cc1cccc(C)c1NC(=O)C(=O)NCC1CCCN1S(=O)(=O)c1ccccc1 (stereo not given)	1	-1	-3	-8	-10	0.97	3	20	-1
C/C(Cl)=C/CN1C(=O)C2C3C=CC(C3)C2C1=O (stereo not given)	1.1	-1	-6	-2	3	1.1	-15	4	-2
CCOc1ccc(NC(=O)N(C2CCCCC2)C2CCN(C(C)=O)CC2)cc1	0.86	-3	14	-9	-1	1	-2	11	1
Cc1cc(C)nc(SCc2ccc(C(=O)O)o2)n1	1.1	2	-8	0	0	0.91	9	14	0
Cc1ccc(SCCN2CCC(C)CCC2=O)cc1 (stereo not given)	0.86	-3	14	-9	0	0.94	6	12	-2

The list continues.
molecule	hIAP act	A3A deaminase	hIAP inh	APOBEC3G inh	SENP1 inh	mIAP act	mIAP inh	NLRP3 yeast inh	beta cell repl
CCC(NC(=O)c1cc(COc2ccc(OC)cc2Cl)on1)c1ccncc1 (stereo not given)	1.3	2	-34	-5	1	0.98	2	15	-1
O=C(Cc1ccccc1)N/N=C/c1cc(Br)cc(Br)c1O	1.6	-3	-56	-7	-26	0.74	26	9	-7
Cc1ccc(C2=[N+]([O-])C3(CCCCC/C3=N\NC(N)=S)N(O)C2(C)C)o1 (stereo not given)	1.1	3	-11	2	.	1.1	-6	13	-6
COCCCNC(=O)c1cccc(C(=O)NCCCOC)c1	0.95	-3	5	-7	3	1	-4	-6	-2
Cc1cc(C)c2c(N)c(C(=O)c3cccc(Cl)c3)sc2n1	0.97	-4	3	-7	-116	1.1	-6	-6	-1
CC(=O)Nc1cccc(C(=O)OC(C)C(=O)Nc2ccc(S(=O)(=O)N3CCCC3)cc2)c1 (stereo not given)	1	17	-3	-7	0	0.98	2	2	1
CCOc1c(Nc2ccccc2O)c(=O)c1=O	0.9	-3	10	0	-1	0.95	5	0	-2
C/C(Cl)=C/Cn1c(N2CCCC2)nc2c1c(=O)[nH]c(=O)n2C	1.1	-2	-11	-10	-2	1	-5	-9	6
CCOC(=O)CSc1nc(N(C)C)nc(N(C)C#N)n1	1.1	-2	-11	-4	1	1	-3	6	0

Ordered by SMILES length (largest number first): part of the list above
molecule	hIAP act	A3A deaminase	hIAP inh	APOBEC3G inh	SENP1 inh	mIAP act	mIAP inh	NLRP3 yeast inh	beta cell repl
CC(=O)Nc1cccc(C(=O)OC(C)C(=O)Nc2ccc(S(=O)(=O)N3CCCC3)cc2)c1 (stereo not given)	1	17	-3	-7	0	0.98	2	2	1
Cc1cc(C)c2c(N)c(C(=O)c3cccc(Cl)c3)sc2n1	0.97	-4	3	-7	-116	1.1	-6	-6	-1
COCCCNC(=O)c1cccc(C(=O)NCCCOC)c1	0.95	-3	5	-7	3	1	-4	-6	-2

Source: PubChem

This is a subset; count on the stated rates, not on these rows.
